# RGS4 inh = inhibitors of human RGS4; HEK293 M3R/RGS4 inducible, Fluo-4 calcium flux; active compounds read high; triggered by carbachol at its EC20; B-score at 10 µM; 310,000 compounds, 0.45% hits; AID 463165;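 active = B-score, a plate-corrected calcium signal, over three deviations above library mean, with baseline fluorescence within five deviations of library mean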;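 note: RGS4 expression induced by doxycycline in cells with stable M3 receptor; B-score is computed from the integrated fluorescence ratio over baseline after carbachol; higher B-score means a larger calcium signal and so more RGS4 inhibition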
# Target sequence (P49798 whole entry, looked up): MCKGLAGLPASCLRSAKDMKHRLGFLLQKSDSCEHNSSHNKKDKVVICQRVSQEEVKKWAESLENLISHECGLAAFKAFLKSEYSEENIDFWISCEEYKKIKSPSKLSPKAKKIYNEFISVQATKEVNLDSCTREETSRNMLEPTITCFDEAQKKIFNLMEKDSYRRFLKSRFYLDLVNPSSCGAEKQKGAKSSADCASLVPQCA
# ANO1 block = mouse TMEM16A channel inhibition, primary screen; 310,000 compounds, 1.2% hits; Q8BHY3; HEK293 TMEM16A/YFP iodide influx fluorescence, ionomycin; normalized B-score (activity score, 25-100; higher = stronger inhibition) at 10 µM; AID 588511;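 active = ratio plate-corrected score three or more library SD toward inhibition, starting fluorescence score within five deviations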;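 note: score derived from kinetic fluorescence span divided by baseline fluorescence per well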
# MrgX1 PAM = allosterically activates human MrgX1 receptor signaling. MrgX1-HEK293, Fluo-4 calcium flux, FDSS; active compounds read high. B-score at 10 µM. AID 588675. Q96LB2. 310,000 compounds, 0.63% hits;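 active = plate-corrected calcium response at least 3 library SD above typical, normal starting fluorescence, not activating the receptor alone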;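 note: compound read alongside a low EC10 to EC30 dose of BAM8-22 agonist; peak minus trough fluorescence over baseline measured at the second addition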
# Target sequence (Q96LB2 whole entry, looked up): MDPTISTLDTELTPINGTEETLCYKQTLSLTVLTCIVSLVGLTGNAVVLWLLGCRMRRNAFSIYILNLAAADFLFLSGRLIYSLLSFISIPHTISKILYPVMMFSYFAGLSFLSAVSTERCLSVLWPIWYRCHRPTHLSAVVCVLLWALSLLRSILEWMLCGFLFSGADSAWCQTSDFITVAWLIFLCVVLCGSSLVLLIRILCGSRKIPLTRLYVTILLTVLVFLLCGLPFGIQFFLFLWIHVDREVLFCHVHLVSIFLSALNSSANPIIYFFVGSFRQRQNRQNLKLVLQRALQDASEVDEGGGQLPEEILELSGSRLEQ
# KCNQ1 act = human KCNQ1 channel potentiation or activation. P51787. AID 2648. B-score at 10 µM. 310,000 compounds, 0.35% hits. CHO-K1 KCNQ1, thallium flux FluxOR fluorescence; active compounds read high;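 active = fluorescence ratio B-score, a plate-corrected score, at least three library SD, with initial intensity B-score within 5 SD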
#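 assay system = CHO-K1 cells stably expressing KCNQ1 | medium = assay buffer, equal DMSO in all wells | timing = 37 °C overnight plating, 90-min dark dye load, 20-min compound pretreatment | measured by = kinetic FluxOR thallium fluorescence, 10-s 1-Hz baseline, 110-s post-stimulus read | measure = fluorescence change relative to baseline, converted to B score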
# RGS4 pot = potentiators or activators of RGS4 | HEK293 M3R/inducible RGS4, carbachol calcium flux Fluo4; active compounds read low | B-score at 10 µM | 310,000 compounds, 0.92% hits | AID 463111;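 active = B-score of the integrated calcium signal more than 4 SD below the library mean, with starting fluorescence not abnormally high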;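 note: negative B-score means reduced calcium response which marks RGS4 activation or potentiation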
#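 Also added: carbachol at ECmax as muscarinic agonist stimulus; Assay system: HEK293 cells with stable M3R and inducible RGS4; Timing: overnight RGS4 induction, 30 min dye load 37 °C, 20 min compound RT; Measured by: Fluo4-AM (2 µM) calcium-flux fluorescence, kinetic read.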
# hERG rescue = compounds protecting human hERG from proarrhythmic drug block. 310,000 compounds, 0.51% hits. Q12809. AID 1511. CHO-hERG, FluxOR thallium flux, dofetilide IC70 present. activation (rescue from dofetilide block), less the hit threshold, % at 10 µM;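 active = activation above the mean of controls blocked by dofetilide plus 5 SD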;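 note: thallium influx through hERG after potassium depolarization seen as dye fluorescence rise; in these data hits start at about 4.7%; inactives centre near -7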
# KCNK9 inh = human KCNK9 channel inhibition. Q9NPC2. B-score at 10 µM. HEK293 KCNK9, FluxOR thallium flux fluorescence; active compounds read low. 310,000 compounds, 1.2% hits;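 active = ratio B-score over 3 SD below the library mean, with starting fluorescence within 5 SD of its mean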;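 note: negative B-score means less thallium flux so channel inhibition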
# KCNK3 inh = human KCNK3 channel inhibition, primary screen; CHO-KCNK3 thallium flux, FluxOR fluorescence; active compounds read low; B-score at 10 µM; 340,000 compounds, 0.84% hits; AID 602410;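 active = B-score under library mean minus 4 SD, starting fluorescence ratio at most library mean plus 5 SD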;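 note: more negative B-score means stronger inhibition of thallium flux through KCNK3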
# Target sequence (O14649 whole entry, looked up): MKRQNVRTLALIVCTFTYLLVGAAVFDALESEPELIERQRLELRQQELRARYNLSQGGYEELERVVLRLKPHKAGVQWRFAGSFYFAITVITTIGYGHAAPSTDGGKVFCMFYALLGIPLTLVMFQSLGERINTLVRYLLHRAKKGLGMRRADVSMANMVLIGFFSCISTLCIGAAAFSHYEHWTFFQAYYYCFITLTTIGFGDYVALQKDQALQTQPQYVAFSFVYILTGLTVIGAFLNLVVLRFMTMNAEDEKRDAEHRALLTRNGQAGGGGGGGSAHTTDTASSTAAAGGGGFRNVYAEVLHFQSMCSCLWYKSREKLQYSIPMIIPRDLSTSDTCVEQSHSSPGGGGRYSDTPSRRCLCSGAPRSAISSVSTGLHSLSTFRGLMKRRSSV
# MrgX1 agonist = agonists of human MrgX1 receptor | MrgX1-HEK293 cells, Fluo-4 calcium fluorescence, agonist mode; active compounds read high | B-score at 10 µM | 310,000 compounds, 0.44% hits | AID 588627;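 active = calcium response B-score plate-corrected fluorescence ratio at least 3 library SD, with starting fluorescence B-score inside 5 SD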
#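 Test system: HEK293 cells stably expressing human MrgX1 receptor; amount: 15,000 cells per well; doses: compound delivered in addition one of three; times: overnight plating before 1 h dye loading; detection: Fluo-4 NW calcium-flux fluorescence, kinetic read; read-out basis: B-scored fluorescence response ratio; controls: positive and negative controls per plate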
# TMEM16A act = activators or potentiators of mouse TMEM16A chloride channel; HEK293 TMEM16A/YFP-H148Q/I152L, iodide quench fluorescence; active compounds read low; B-score at 10 µM; 340,000 compounds, 0.3% hits;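 active = fluorescence-ratio B-score plate-corrected deviation score at least 3 library SD below zero, with starting fluorescence score within 5 deviations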;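 note: channel opened by trigger with iodide after compound preincubation; score built on the fluorescence ratio of max minus min over baseline; more negative score means more quench and so TMEM16A activation or potentiation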
# KCNQ1 block = human KCNQ1 channel inhibition. 310,000 compounds, 1.3% hits. P51787. B-score at 10 µM. AID 2642. CHO-K1 KCNQ1, FluxOR thallium flux fluorescence; active compounds read high;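 active = compounds whose thallium flux B-score, printed positive for inhibition, exceeds three library SD while starting fluorescence stays within three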;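 note: channel opened by potassium depolarization with thallium stimulus after 20 min compound exposure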
# Numbers without * were called inactive; i = inactive.
Compound,RGS4 inh,ANO1 block,MrgX1 PAM,KCNQ1 act,RGS4 pot,hERG rescue,KCNK9 inh,KCNK3 inh,MrgX1 agonist,TMEM16A act,KCNQ1 block
CN1CCN(CCCNC(=O)C2CC(=O)N(C3CCCCC3)C2)CC1 (centres undefined),i,i,i,i,i,-4.9,i,i,i,i,i
O=C(CSc1n[nH]c(-c2ccccc2)n1)c1ccccc1,i,i,i,i,i,-7.6,i,i,i,i,i
COC(=O)n1c(SC)nc2ccccc21,i,i,i,i,i,-7.6,i,i,i,i,i
Cc1ccccc1Cn1cc(NS(=O)(=O)c2cn(C)nc2C)cn1,i,i,i,i,i,-8.9,i,i,i,i,i
CN1/C(=C\C=N\O)C(C)(C)c2ccccc21,i,i,i,i,i,-3.8,i,i,i,i,i
O=C(c1[nH]ncc1-c1ccc(Cl)cc1)C1CO1 (centres undefined),i,i,i,i,i,-6.8,i,i,i,i,i
O=C(O)CCCNc1cc(N2CCN(C(=O)c3ccco3)CC2)c2noc3c2c1C(=O)c1ccccc1-3,i,i,i,i,i,-20.8,i,i,i,i,i
Cc1ccc(NC(=O)C[n+]2ccccc2)cc1C,i,i,i,i,i,-0.3,i,i,i,i,i
O=C(c1cc(-c2ccc(Cl)c(Cl)c2)on1)N1CCCCC1,i,i,i,i,i,-6.1,i,i,i,i,i
CC(C)Oc1nc(-c2ccc(Cl)cc2)nc2ccccc12,i,i,i,i,i,-0.8,i,i,i,i,i
COCC(C)NC(=O)COCc1cc(-c2ccc3c(c2)OCO3)on1 (centres undefined),i,i,i,i,i,-4.5,i,i,i,i,i
O=C(Nc1cccc(Cl)c1)Nc1c[nH]c(=O)[nH]c1=O,i,i,i,i,i,0.3,i,i,i,i,i
Cc1ccc(-c2csc(NCCc3nc4cc(Cl)c(Cl)cc4n3CCCO)n2)cc1,i,i,i,i,i,-11.4,i,i,i,i,i
COc1cccc(N(CC(=O)NC2CCCC2)C(=O)CCC(=O)Nc2cc(C)on2)c1,i,i,i,i,i,-6.1,i,i,i,i,i
NS(=O)(=O)c1cccc(NC(=O)c2ccccc2NS(=O)(=O)c2ccc(F)cc2)c1,i,i,i,i,i,-6.7,i,i,i,i,i
CCn1c(=O)c(C(=O)NCc2ccc3c(c2)OCO3)c(O)c2ccccc21,i,i,i,i,i,-9.9,i,i,i,i,i
Cn1c(=O)n(CC(=O)N2CCN(c3nnc(-c4ccccc4)c4ccccc34)CC2)c2ccccc21,i,25*,i,i,i,-17.0,i,i,i,i,i
O=C(O)c1ccc(S(=O)(=O)c2ccc3c(c2)C(=O)N(NC(=O)c2ccccc2)C3=O)cc1,i,i,i,i,i,-8.6,i,i,i,i,i
COc1cc(/C=N/NC(=O)Cc2cccs2)c([N+](=O)[O-])cc1OC,i,i,i,i,i,-8.0,i,i,i,i,i
NC(=O)C1CCN(C2CC(=O)N(Cc3cccs3)C2=O)CC1 (centres undefined),i,i,i,i,i,-5.3,i,i,i,i,i
CCOCCCn1c(=S)[nH]c2cc(C(=O)NCCCN(CC)CC)ccc2c1=O,i,i,i,i,i,-14.8,i,i,i,i,i
COc1ccccc1CNc1cc(CSc2ccc(Cl)cc2)nc(C)n1,i,25*,i,i,i,-6.2,i,i,i,i,i
CCCCn1c(N)c(N(CCC(C)C)C(=O)c2ccc(N3CCCC3=O)cc2)c(=O)[nH]c1=O,i,i,i,i,i,-9.3,i,i,i,i,i
CCOC(=O)c1cc(/C(C)=N/OC(=O)c2ccc(C(C)(C)C)cc2)on1,i,i,i,i,i,-11.7,i,i,i,i,i
Cc1ccc2nc(N(CCCN(C)C)C(=O)c3ccco3)sc2c1,i,i,i,i,i,-17.8,i,i,i,i,i

# Further results.
Compound,RGS4 inh,ANO1 block,MrgX1 PAM,KCNQ1 act,RGS4 pot,hERG rescue,KCNK9 inh,KCNK3 inh,MrgX1 agonist,TMEM16A act,KCNQ1 block
Cc1ccc(CS(=O)(=O)Cc2ccc(C(=O)NCc3ccccn3)o2)cc1,i,i,i,i,i,-2.7,i,i,i,i,i
O=S(=O)(c1ccc(Cl)cc1)c1cnc2ccccc2n1,i,i,i,i,i,-16.0,i,i,i,i,i
CC(=O)c1ccc(OCCCC(=O)Nc2cc(S(=O)(=O)N(C)C)ccc2C)cc1,i,i,i,i,i,-2.8,i,i,i,i,i
CN(Cc1ccccc1)Cc1nc2scc(-c3ccccc3)c2c(=O)[nH]1,i,i,i,i,i,-16.0,i,i,i,i,i
O=C(Nc1ccccc1)Nc1ccc(-n2ccc(C(F)(F)F)n2)cc1,i,i,i,i,i,-18.7,-9.03*,i,i,i,6*
Cc1c(Cl)c([N+](=O)[O-])nn1CC(=O)NCc1cccs1,i,i,i,i,i,4.8*,i,i,i,i,i
Cc1cccc([C@@H]2C[C@H]3CN(Cc4cccc(Cl)c4)C(=O)[C@]34CCCN24)n1,i,i,i,i,i,-8.9,i,i,i,i,i
Cn1c2c(c(=O)n(C)c1=O)C(NS(=O)(=O)c1ccccc1)(C(F)(F)F)C(=O)N2 (centres undefined),i,i,i,i,i,-6.8,i,i,i,i,i
Cc1ccc(NS(=O)(=O)c2ccc(NC(=O)C3CCCO3)cc2)cc1 (centres undefined),i,i,i,i,i,-9.9,i,i,i,i,i
CCCCCC(=O)N1CC2(CC(c3cccc(NC(=O)c4ccccc4)c3)=NO2)C[C@@H]1C(N)=O (some centres undefined),i,i,i,i,i,-17.4,i,i,i,i,i
Cc1nc(-c2ccc(C(=O)Nc3ccccc3F)cc2)cs1,i,i,i,i,i,-8.2,i,i,i,i,i
Cc1nc(SCC(=O)NC(C)c2ccccc2)c2oc3ccccc3c2n1 (centres undefined),i,i,i,i,i,-7.8,i,i,i,i,i
CCOC(=O)c1cnn(-c2ccccc2)c1N,i,i,i,i,i,-5.2,i,i,i,i,i
CCN1CCN(CCNC(=O)c2ccc(CS(=O)c3ccc(Cl)cc3)o2)CC1 (centres undefined),i,i,i,i,i,-2.6,i,i,i,i,i
CC(=O)c1ccc(N2CCN(C(=S)Nc3ccccc3F)CC2)cc1,i,i,i,i,i,-13.4,i,i,i,i,i
C[C@@H]1CN(C(=O)c2nc3ccc(Cl)cn3c2CN2CCc3sccc3C2)C[C@H](C)O1,i,i,i,i,i,-8.4,i,i,i,i,i
CCC(=O)c1ccc(OCC(O)CN2C(=O)NC(C)(C)C2=O)cc1 (centres undefined),i,i,i,i,i,-11.2,i,i,i,i,i
Cc1cc(C)cc(NC(=O)C(OC(=O)c2cccs2)c2ccccc2)c1 (centres undefined),i,i,i,i,i,-5.3,i,i,i,i,i
Cc1ccc(S(=O)(=O)NCC(C)n2nc(C)nc2C)cc1 (centres undefined),i,i,i,i,i,-4.6,i,i,i,i,i
Cc1ccccc1NC(=O)CSc1nnc(CNC(=O)c2ccco2)n1C,i,i,i,i,i,-8.2,i,i,i,i,i
Cc1ccc(N2CC(C(=O)NCc3ccc4c(c3)OCO4)CC2=O)cc1C (centres undefined),i,i,i,i,i,-15.5,i,i,i,i,i
CCN(CC)c1ccc(C(=S)N2CCN(c3ccccc3)CC2)cc1,i,i,i,i,i,-4.2,i,i,i,i,i
COCc1cc(C)[nH]c(=O)c1C(=O)NC12CC3CC(CC(C3)C1)C2,i,i,i,i,i,-10.1,i,i,i,i,i
CC(C)C(=O)Nc1ccc(-c2nc3ccccc3c(=O)o2)cc1,i,i,i,i,i,-19.8,i,i,i,i,i
CC(C)(CSc1ccccn1)NS(=O)(=O)c1ccc(Cl)cc1,i,i,i,i,i,-9.6,i,i,i,i,i

# Next part:
Compound,RGS4 inh,ANO1 block,MrgX1 PAM,KCNQ1 act,RGS4 pot,hERG rescue,KCNK9 inh,KCNK3 inh,MrgX1 agonist,TMEM16A act,KCNQ1 block
COc1ccc(C(CC(=O)Nc2ccc(F)cc2)c2ccccc2)cc1 (centres undefined),i,i,i,i,i,-7.9,i,i,i,i,i
Cc1csc(NC(=O)CSC2=NCCS2)n1,i,i,i,i,i,-9.1,i,i,i,i,i
O=C(NN=C1CCCC1)c1sc2ccccc2c1Cl,i,i,i,i,i,-0.9,i,i,i,i,i
Cc1cc(C)cc(NC(=O)C(=O)NCc2ccccn2)c1,i,i,i,i,i,-0.2,i,i,i,i,i
CCCn1c(CC)nc([N+](=O)[O-])c1Sc1ccc(F)cc1,i,25*,i,i,i,-12.2,i,i,i,i,i
COc1cccc2cc(C(=O)NCc3ccccn3)c(=O)oc12,i,i,i,i,i,-1.3,i,i,i,i,i
Cc1ccc(NCc2nnc(SCC(=O)N(Cc3ccccc3)C(C)(C)C)o2)c(C)c1,i,i,i,i,i,0.2,i,i,i,i,i
CC1CC(=O)N(c2ccc(Br)cc2)C(=O)C1,i,i,i,i,i,-5.6,i,i,i,i,i
Cc1ccc(S(=O)(=O)NCCC(=O)Nc2cc(F)ccc2C)cc1C,i,i,i,i,i,-11.0,i,i,i,i,i
COC(=O)c1c(NC(=O)C2CCCO2)sc2c1CCC2 (centres undefined),i,i,i,i,i,-9.3,i,i,i,i,i
CC(C)c1nnc(NC(=O)CSc2nnc(-c3ccco3)o2)s1,i,i,i,i,i,-9.4,i,i,i,i,i
COc1cc2c(cc1OC)C(C)N(C(=O)c1cc3c(s1)-c1ccccc1OC3)CC2 (centres undefined),i,i,i,i,i,-9.0,i,i,i,i,i
O=C(Nc1ccc(S(=O)(=O)N2CCc3ccccc3C2)cc1)c1ccccc1,i,i,i,i,i,-10.1,i,i,i,i,i
CCCNc1c(NS(=O)(=O)c2ccc(Br)cc2)c(=O)oc2ccccc12,i,i,i,i,i,-10.4,i,i,i,i,i
CN(C)CCNC(=O)c1[nH]nc2c1CCc1ccccc1-2,i,i,i,i,i,-10.0,i,i,i,i,i
Cc1cc(C)cc(N2CC(C(=O)NC3CCCCC3)CC2=O)c1 (centres undefined),i,i,i,i,i,-9.8,i,i,i,i,i
COc1ccccc1C(=O)NCCC(=O)NCC(C)(C)N1CCOCC1,i,i,i,i,i,-6.9,i,i,i,i,i
COc1ccc(CNC(=O)CSc2n[nH]c(C)c2[N+](=O)[O-])cc1,i,i,i,i,i,-7.9,i,i,i,i,i

# Bioassay records: PubChem, Johns Hopkins Ion Channel Center
